14-3-3g Raf – alters human 14-3-3 gamma binding to Raf peptide | P61981 | FP, 14-3-3gamma / TMR-pS259-Raf peptide binding | inhibition, % at 40 µM | hit rate 0.19% among 160,000 | AID 422; in the data active = inhibition above about 30%;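 note: 0% = protein plus tracer without compound and 100% = blank with tracer alone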
Target sequence (P61981 whole entry, looked up): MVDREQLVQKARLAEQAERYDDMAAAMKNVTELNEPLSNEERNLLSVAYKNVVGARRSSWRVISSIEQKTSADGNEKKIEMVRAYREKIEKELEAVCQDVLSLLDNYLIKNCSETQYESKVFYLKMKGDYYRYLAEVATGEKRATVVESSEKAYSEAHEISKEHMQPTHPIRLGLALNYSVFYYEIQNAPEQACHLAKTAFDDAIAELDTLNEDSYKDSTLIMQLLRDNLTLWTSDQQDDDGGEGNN
Numbers without * were called inactive; & = joins results of further samples. Not all compounds are listed; the hit share may differ from the screen's.

| canonical_smiles | 14-3-3g Raf |
| --- | --- |
| N#Cc1cc(C#N)c(SCC(=O)NCc2ccco2)nc1N | -11 |
| COc1cccc(NC(=O)N2CCOCC2)c1 | -3 |
| C/C(N)=C(/C#N)C(=O)COC(=O)COc1ccc(Cl)cc1 | -6 |
| CC(c1ccco1)N(C(=O)CSc1ccc(Br)cc1)c1ccccn1 (stereo not drawn) | -6 |
| COC(=O)c1ccc2c(=O)n(CCCCCC(=O)N3CCOCC3)c(=O)[nH]c2c1 | 8 |
| CCCn1c(=S)[nH]c2cc(C(=O)NCC3CCCO3)ccc2c1=O (stereo not drawn) | 1&-1 |
| COC(=O)c1c(N)ncn1-c1ccccc1OC | 0 |
| CCc1cccc(CC)c1NC(=O)C1CCCN(S(=O)(=O)c2cccc3nsnc23)C1 (stereo not drawn) | -3 |
| CC1Cc2nc(SCC(=O)N3CCOCC3)n(C)c(=O)c2S1 (stereo not drawn) | -11 |
| CCc1ccc(C(=O)c2c[nH]c3ccc(CC)cc3c2=O)cc1 | -11 |
| COc1ccc2nc(N3CCC(C(=O)NCCCN4C(C)CCCC4C)CC3)sc2c1 (stereo not drawn) | -3 |
| CC(C)(C)C(=O)CSc1nc2cc(C(=O)NCc3ccccc3)ccc2c(=O)n1-c1ccccc1 | -2 |

A draw from above in order of length of the SMILES, falling.
| canonical_smiles | 14-3-3g Raf |
| --- | --- |
| COC(=O)c1ccc2c(=O)n(CCCCCC(=O)N3CCOCC3)c(=O)[nH]c2c1 | 8 |
| COc1ccc2nc(N3CCC(C(=O)NCCCN4C(C)CCCC4C)CC3)sc2c1 (stereo not drawn) | -3 |
| C/C(N)=C(/C#N)C(=O)COC(=O)COc1ccc(Cl)cc1 | -6 |

Remaining list, next part
| canonical_smiles | 14-3-3g Raf |
| --- | --- |
| Cc1ccc(-c2c(C)n([O-])c3c([n+]2=O)CCC3)o1 | -3 |
| O=C1CCCC2=C1C(c1cccs1)c1c(nc(SCc3ccccc3Cl)[nH]c1=O)N2 (stereo not drawn) | -136 |
| O=C(NCCCN1CCN(c2ccccc2F)CC1)C1CC(=O)N(C2CCCC2)C1 (stereo not drawn) | 2 |
| O=[N+]([O-])c1c(NCCCO)cc(Sc2ccc(F)cc2)c2nonc12 | -5 |
| CCOC(=O)CC(=O)CSc1ncnc2sc3c(c12)CCCC3 | -27 |
| O=C(NCCN1CCOCC1)c1cc2sccc2n1Cc1ccc(Cl)cc1 | -5 |
| Cc1ccc(C)c(CSc2nc3c(c(=O)n2-c2ccc(Cl)cc2)SCC3)c1 | -10 |
| CCOc1cccc(C=Nc2ccc3oc(-c4ccc(N(C)C)cc4)nc3c2)c1O | -20 |
| COc1ccc(C2C(C(=O)NCc3ccco3)c3cc(OC)c(OC)cc3C(=O)N2C)cc1OC (stereo not drawn) | -10 |
| Cn1nnnc1SCC(=O)N1CCN(c2ccccc2)CC1 | 1 |
| O=C(O)c1ccc(NS(=O)(=O)c2cc(Cl)ccc2Cl)cc1O | 5 |
| CCc1nc2oc(C(=O)c3ccc(Cl)cc3)c(N)c2c2c1COC(C)(C)C2 | 0 |
| Cc1ccccc1N1C(=O)C2C3C=CC(CC3)C2C1=O (stereo not drawn) | -1 |
| OCc1csc(=Nc2ccccc2)n1-c1ccccc1 | 3 |
| COc1ccc([N+](=O)[O-])cc1NC(=O)c1ccccc1OC(C)=O | 0 |
| CCCn1c(SCC(=O)N2CCc3ccccc3C2)nc2c1c(=O)n(C)c(=O)n2C | -5 |
| O=C(CCc1nc(-c2ccccc2F)no1)N1CCN(Cc2ccccc2)CC1 | -7 |
| COc1ccc(C(c2nnnn2C2CCCC2)N2CCC(C(N)=O)CC2)c(OC)c1 (stereo not drawn) | 1 |
| Cc1c(C(c2ccc(Cl)cc2)c2c(C)n(C)n(-c3ccccc3)c2=O)c(=O)n(-c2ccccc2)n1C | -2 |
| COc1cccc(NC(=O)CN2CCN(c3ccc(F)cc3)CC2)c1 | -3 |
| O=C(O)CCC(=O)N1N=C(c2c(-c3ccccc3)c3cc(Cl)ccc3[nH]c2=O)CC1c1ccccc1 (stereo not drawn) | -3 |
| Cc1ccc(C(=O)Oc2cccc(C(=S)N3CCOCC3)c2)cc1 | -2 |
| CCOC(=O)c1cc(C(C)(C)C)oc1CN | -7 |
| Cn1c(=O)c2c(nc(N3CCCCCC3)n2Cc2cccc(Br)c2)n(C)c1=O | -8 |
| O=C(NCCN1CCCCC1)Nc1ccc(F)c(Cl)c1 | -1 |
| COc1ccc(-c2[nH]c3ccccc3c2SCCNC(=O)C2CCCC2)cc1 | 0 |
| COC(=O)C1=C(C)NC2=C(C(=O)CC(C)(C)C2)C1c1ccc(OC)c(O)c1 (stereo not drawn) | -10 |
| Cc1cc(C)n(CCc2nc3c4ccccc4n(CC(=O)Nc4ccc(Cl)cc4F)c(=O)n3n2)n1 | -1 |
| COc1ccc(CCNC(=O)C2CCCN(Cc3nc(-c4ccccc4C)oc3C)C2)cc1OC (stereo not drawn) | 0 |
| CCC(C)NC(=O)c1cc(=O)[nH]c2ccc(S(=O)(=O)N3CCCCC3CC)cc12 (stereo not drawn) | -4 |
| COc1ccc(C(=O)CSc2nc3ccccc3c(=O)[nH]2)cc1 | -10 |
| Cn1cccc1Cc1nnc(SCC(=O)Nc2nccs2)n1CCc1ccccc1 | -2 |
| Cc1sc2ncnc(SCC(=O)Nc3sc4c(c3C#N)CCC4)c2c1C | -30 |
| COC(=O)CNC(=O)Cn1ccc2ccccc2c1=O | -2&-9 |
| CCOc1ccc(-n2nc3ccc(NC(=O)c4ccccc4)cc3n2)cc1 | -3 |
| O=C(NCc1ccccc1)c1nn2c(C(F)(F)F)cc(-c3ccccc3)nc2c1Br | 4 |

Looked up by structure from the list above:
| canonical_smiles | 14-3-3g Raf |
| --- | --- |
| O=C(NCCN1CCCCC1)Nc1ccc(F)c(Cl)c1 | -1 |
| O=C(NCc1ccccc1)c1nn2c(C(F)(F)F)cc(-c3ccccc3)nc2c1Br | 4 |
| COc1ccc(-c2[nH]c3ccccc3c2SCCNC(=O)C2CCCC2)cc1 | 0 |
| COc1ccc(C(=O)CSc2nc3ccccc3c(=O)[nH]2)cc1 | -10 |

More records
| canonical_smiles | 14-3-3g Raf |
| --- | --- |
| O=C(Nc1ccc(Cl)cc1)c1ccc(-c2ccccc2)cc1 | 5 |
| COc1c2occc2c(OC)c2c(=O)cc(C(F)(F)C(F)(F)F)oc12 | 2 |
| Cn1c(=O)[nH]c(=O)c2[nH]c(CN3CCN(C(=O)c4ccco4)CC3)nc21 | -6 |
| O=C(NCc1cccnc1)c1cccc(S(=O)(=O)NCc2cccnc2)c1 | -3 |
| Cc1ccc(NC(=O)Cc2nn(C)c(=O)c3ccccc23)cc1C | -1 |
| COc1cc2c(cc1OC)C(C(=O)N1CCN(Cc3ccccc3)CC1)C(c1ccc(SC)cc1)N(C)C2=O (stereo not drawn) | -4 |
| Nc1ncnc2nc(SCc3ccccc3)[nH]c12 | 2 |
| CCOc1cc2c(C)cc(=O)oc2cc1Cl | 2 |
| CCn1c2ccccc2c2cc(CN3CCC(N4CC(C)OC(C)C4)CC3)ccc21 (stereo not drawn) | -254 |
| Cc1cccnc1NC(=O)C1CCN(S(=O)(=O)c2ccc3c(c2)CCC(=O)N3)CC1 | -8 |
| COc1ccc2oc(=O)c(C(=O)Nc3ccc(S(N)(=O)=O)cc3)cc2c1 | -32 |
| CCN(CC)S(=O)(=O)c1ccc(F)c(C(=O)Nc2ccccc2C(F)(F)F)c1 | -1 |

Looked up above.
Cc1ccc(NC(=O)Cc2nn(C)c(=O)c3ccccc23)cc1C in 14-3-3g Raf shows -1
COc1ccc2oc(=O)c(C(=O)Nc3ccc(S(N)(=O)=O)cc3)cc2c1 in 14-3-3g Raf shows -32
CCN(CC)S(=O)(=O)c1ccc(F)c(C(=O)Nc2ccccc2C(F)(F)F)c1 in 14-3-3g Raf shows -1

Remaining list, next part:
canonical_smiles | 14-3-3g Raf
CCOC(=O)c1ccc(S(=O)(=O)N2CCOCC2)cc1 | -11
CCOC(=O)CSc1ccc(C(=O)NCC(C)C)cc1[N+](=O)[O-] | -7
CCN(CC)c1nc(C)nc2sc(C(=O)N3CCN(c4ccccc4F)CC3)c(C)c12 | 4
Cc1ccc(S(=O)(=O)N(C#N)c2nc(C)cc(C)n2)cc1 | -22
CCSc1nc(C)nc2c1oc1ccccc12 | -3
CCCCN(CC)S(=O)(=O)c1ccc(C(=O)Nc2nc3c(s2)COc2ccccc2-3)cc1 | -5
CCOC(=O)c1sc(NC(=O)COc2ccccc2Br)nc1C | -30
NC(CC(=O)O)c1cccc([N+](=O)[O-])c1 (stereo not drawn) | 2
COc1ccc(CC(=O)NCc2ccccc2Cl)cc1S(=O)(=O)N1CCOCC1 | -2
CCOc1ccc(S(=O)(=O)N(C(=O)c2ccncc2)c2ccc3oc4c(c3c2)CCCC4)cc1 | -12
NC1=NCc2ccccc21 | -4&-5
Cc1ccccc1Cn1c2ccccc2c2cn[nH]c(=O)c21 | -4
COC(=O)c1ccc(C2CC(=O)NC3=C2C(=O)CCC3)cc1 (stereo not drawn) | -2
COc1ccc(-n2nnnc2SCC(=O)O)cc1 | -3
CC(=O)C1=C(O)C(=O)N(CCN2CCOCC2)C1c1ccc(Cl)cc1 (stereo not drawn) | -10
CC(=O)NC(c1ccco1)c1c(O)ccc2ccccc12 (stereo not drawn) | -15
CN1CCN(S(=O)(=O)c2ccc(NC(=O)c3ccc(F)cc3)cc2)CC1 | -11
Cc1c(N=Cc2cc(Br)ccc2O)c(=O)n(-c2ccccc2)n1C | -8
CC(=O)NS(=O)(=O)c1ccc(NC(=O)c2cc(Cl)ccc2[N+](=O)[O-])cc1 | -3
OCCNCC1(O)C2CC3CC(C2)CC1C3 (stereo not drawn) | -3
Cc1ccc(Cl)cc1NC(=O)c1ocnc1C | -9
Cc1ccc2cc(CN(Cc3nnnn3Cc3ccco3)CC3CCCO3)c(=O)[nH]c2c1C (stereo not drawn) | -12
Cc1nc(CN2CCN(S(C)(=O)=O)CC2)cs1 | 5
COc1ccc(NC(=O)C2=C(C)NC(=O)NC2c2cc(OC)c(OC)c(OC)c2)cc1 (stereo not drawn) | -7
O=C(Nc1nc2ccccc2s1)c1ccc(C(=O)c2ccccc2)o1 | -9
Cc1nnc2sc(-c3ccc(NC(=O)c4ccc(-c5ccc(Br)cc5)o4)cc3)nn12 | -56
CCOc1ccc(C2C(C(=O)OC)=C(C)NC(C)=C2C(=O)OC)cc1OC | -2
CCN(CC)S(=O)(=O)c1cccc(C(=O)Nc2ccccc2C(=O)N2CCOCC2)c1 | -4
CCOc1ccc(NC(=O)C2CCN(C(=O)NCc3ccccc3)CC2)cc1 | -4
CCOCCCNC(=O)c1cnn2c(C)c(Cc3c(C)cc(C)cc3C)c(C)nc12 | -4
O=C(c1cccs1)N1CCN(Cc2nc3ccccc3c(=O)[nH]2)CC1 | 1
COc1ccc(Cl)cc1Cc1nc(C)cc(Cl)n1 | 1
CCc1c(C)sc(NC(=O)CSc2n[nH]c(C)c2[N+](=O)[O-])c1C#N | -143
CCN(CC)CCN1C(=O)c2oc3ccccc3c(=O)c2C1c1ccc(F)cc1 (stereo not drawn) | -8
COc1ccc(N2CC(=O)NC2=O)cc1 | -14
CC1CCCC(NC(=O)c2ccc(Sc3ccc(F)cc3)c([N+](=O)[O-])c2)C1C (stereo not drawn) | 2
N#Cc1cnn(C(=O)c2cccs2)c1N | -3
CC(C)c1nc(N2CCN(C(=O)c3ccccc3)CC2)c(C#N)c2c1COC(C)(C)C2 | -10
CC1(C)Cc2cccc(OCC(=O)Nc3nccs3)c2O1 | 0
Cn1c(SCC(=O)Nc2cc(=O)n(C)c(=O)n2C)nnc1-c1cccs1 | 9
O=C(CCn1c(=S)oc2ccccc21)NCCc1ccccc1Cl | 3
O=C1c2ccccc2C(=O)N1CC(O)COCc1ccccc1 (stereo not drawn) | -7
O=C(NCc1ccccc1)c1c[nH]c2ccc(S(=O)(=O)Nc3ccc4c(c3)OCCO4)cc2c1=O | -8&-24
COc1ccc(-c2cc(C(=O)N3CCN(Cc4ccccc4)CC3)no2)cc1OC | -5
COc1ccc(NS(=O)(=O)c2cc(Br)cc3c2N(C(C)=O)CC3)cc1OC | -5
CC(C)c1ccc(OCc2nc(-c3cccnc3)no2)cc1 | -7
CCOc1ccccc1C(=O)Oc1c(S(=O)(=O)c2ccccc2)c(C)nn1-c1ccccc1 | 1
CC(=O)OCCn1c(=O)c2cc3c(=O)n(CCOC(C)=O)c(=O)c3cc2c1=O | -4
c1ccc(-c2nc(-c3ccccc3)c3ccccc3n2)cc1 | -25
O=C(Nc1nncs1)c1ccccc1NS(=O)(=O)c1cccs1 | -4
CCOC(=O)C1CCN(C(c2cc(OC)c(OC)c(OC)c2)c2sc3nc(C)nn3c2O)CC1 (stereo not drawn) | -1
Cc1ccc([N+](=O)[O-])cc1N1C(=O)C2C3C=CC(CC3)C2C1=O (stereo not drawn) | -10
COc1ccc(C2C(C(=O)OCCc3ccccc3)=C(C)NC3=C2C(=O)CC(C)(C)C3)c(OC)c1 (stereo not drawn) | 0
Cc1c(Cl)cccc1NC(=O)CCS(=O)(=O)c1cccc2nonc12 | -9
O=C1CCC(=O)N1CNc1ccccn1 | -1
CC(O)c1cccc(NC(=O)c2cnn3c2NC(c2cccs2)CC3C(F)(F)F)c1 (stereo not drawn) | -3
CC(C)(C)NCC(O)Cn1c2ccccc2c2ccccc21 (stereo not drawn) | -6
Cc1ccc(C)c(NC(=O)CNS(=O)(=O)c2ccccc2)c1 | -6
CCOc1ccc(N(C)S(=O)(=O)c2ccc3[nH]cc(C(=O)N4CCc5ccccc5C4)c(=O)c3c2)cc1 | -26
Cc1ccccc1-c1c(C)oc2cc(O)ccc2c1=O | -6

(further entries)
canonical_smiles | 14-3-3g Raf
COc1ccc(CNC(=O)C2CCCN(S(C)(=O)=O)C2)c(OC)c1 (stereo not drawn) | 0
CCOC(=O)C1=C(c2ccccc2)NC(SC)=C(C#N)C1c1ccco1 (stereo not drawn) | -5
O=C(Cn1nc(-c2ccc(Cl)cc2)ccc1=O)NCCCN1CCN(Cc2ccccc2)CC1 | -11
O=C(c1ccccc1)c1cc2c(ccc3ccccc32)oc1=O | 0
CC(C)OC(=O)c1cccnc1SCC(=O)Nc1ccc(C(F)(F)F)cc1Cl | -1
COc1ccc(S(=O)(=O)N(CC(=O)Nc2ccccc2F)c2ccc(Cl)cc2)cc1 | -9
COc1cc(OC)c(NC(=O)CCNS(=O)(=O)c2cc(Br)cnc2N)cc1Cl | 4
